ZTA counter – blocks Epstein-Barr virus ZTA, an EBNA-1 counter-screen; inhibition, % at 11 µM; AID 2234; ZTA-DNA binding, fluorescence polarization; actives 0.15% (n = 320,000); in the data active means inhibition above about 33%
Target sequence (P03206 whole entry, looked up): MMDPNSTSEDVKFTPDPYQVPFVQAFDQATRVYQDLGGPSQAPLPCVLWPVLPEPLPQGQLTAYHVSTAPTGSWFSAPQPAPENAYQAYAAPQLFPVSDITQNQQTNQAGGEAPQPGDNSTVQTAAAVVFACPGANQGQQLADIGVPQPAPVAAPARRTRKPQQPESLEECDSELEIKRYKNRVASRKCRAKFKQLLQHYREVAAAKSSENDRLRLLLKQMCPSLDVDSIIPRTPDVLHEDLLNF
Yeast superoxide – caloric restriction mimetics inhibiting age-related superoxide in yeast; S. cerevisiae aged cells, superoxide DHE fluorescence; stronger effect = lower value; superoxide response (% of plate mean), % at 10 µM; actives 0.18% (n = 330,000); AID 2690;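 active means superoxide response under a set limit, about three screen SD below normal, cut at about 65% in these data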;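 further: yeast aged for seven days with compound at 30 °C before DHE staining; 100% = average MFI of all compound-treated wells on the plate with controls excluded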
EBNA-1 inh – blocks EBNA-1 binding to DNA; inhibition, % at 14.8 µM; EBNA-1 DNA binding, fluorescence polarization; AID 1950; actives 0.34% (n = 300,000); in the data active means inhibition above about 28%
MCL1-BIM inh – inhibitors of human MCL1 binding to BIM-BH3 peptide. Q07820. GST-MCL1 / FITC-Bim-BH3 fluorescence polarization. inhibition, % at 10.9 µM. actives 0.68% (n = 320,000). AID 2057;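 active means inhibition above the mean inhibition of all tested compounds plus 3 SD, set per campaign, cut at about 40% in these data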;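 further: 0% = DMSO wells and 100% = unlabeled Bim-BH3 peptide control; higher means more loss of mP so more displacement of Bim peptide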
Target sequence (Q07820 whole entry, looked up): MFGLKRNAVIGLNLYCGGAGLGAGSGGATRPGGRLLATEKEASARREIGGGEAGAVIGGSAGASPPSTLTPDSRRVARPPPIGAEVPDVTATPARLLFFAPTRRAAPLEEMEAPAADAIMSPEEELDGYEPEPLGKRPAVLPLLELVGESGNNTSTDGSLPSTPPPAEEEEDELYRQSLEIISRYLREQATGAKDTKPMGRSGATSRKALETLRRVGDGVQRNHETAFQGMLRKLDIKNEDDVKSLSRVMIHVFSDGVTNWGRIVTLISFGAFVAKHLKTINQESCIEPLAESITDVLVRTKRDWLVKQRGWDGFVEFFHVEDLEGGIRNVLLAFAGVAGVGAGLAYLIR
Bcl-xL primary – blocks human Bcl-xL binding to Bim BH3 peptide | Q07817 | GST-Bcl-xL / FITC-Bim BH3 peptide fluorescence polarization | inhibition, % at 10.9 µM | actives 0.7% (n = 320,000) | AID 2129;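 active means inhibition above the mean of all tested compounds plus 3 SD, cutoff set per campaign, cut at about 30% in these data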;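 further: 0% = DMSO wells and 100% = unlabeled Bim-BH3 peptide competitor; inhibitors lower millipolarization by displacing the labeled peptide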
GLD-1 TGE inh – GLD-1-TGE RNA interaction inhibition (C. elegans); Q17339; purified GLD-1 + fluorescein TGE RNA, fluorescence polarization; inhibition, % at 5.96 µM; actives 0.44% (n = 320,000); AID 2280;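 active means percent inhibition above a per-plate cutoff, the plate mean of test compounds plus 3 SD, cut at about 30% in these data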;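 further: 0% = DMSO wells with GLD-1 and probe and 100% = wells lacking GLD-1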
Fam108B inh – blocks mouse Fam108B hydrolase in RBBP9 counter-screen. actives 0.33% (n = 300,000). recombinant Fam108B, FP-Rh probe fluorescence polarization. AID 1947. inhibition, % at 9.51 µM;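 active means inhibition above the screen mean inhibition plus 3 SD, computed separately per campaign, cut at about 18% in these data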;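 further: inhibitors lower polarization as less probe binds the enzyme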
Efflux pump inh – inhibitors of Candida antifungal efflux pumps expressed in yeast. S. cerevisiae Candida pump triplex, Nile Red efflux. inhibition, % at 10 µM. actives 0.44% (n = 330,000);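 active means plate passing quality check with inhibition over a set limit, or well fluorescence over plate mean plus 4 SD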;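 further: Nile Red retained in pooled yeast measured as flow cytometry median fluorescence; 0% = buffer negative control and 100% = Enniatin B positive control; higher means more Nile Red kept so more efflux inhibition; some compounds called inactive have numbers as strong as hits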
MEX-5 binding – C. elegans MEX-5 TCR-2 RNA binding activity. activity score (negative = inhibition of binding), % at 10 µM. actives 0.38% (n = 300,000). MEX-5/FITC-TCR2 RNA binding, fluorescence polarization; stronger effect = lower value. AID 1832. Q9XUB2;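 active means inhibition past about -25% in most replicates, and total fluorescence under double the plate's negative control median, limit read from the data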;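 further: 0% = DMSO and -100% = 5 µM competing unlabeled TCR2 RNA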
Target sequence (Q9XUB2 whole entry, looked up): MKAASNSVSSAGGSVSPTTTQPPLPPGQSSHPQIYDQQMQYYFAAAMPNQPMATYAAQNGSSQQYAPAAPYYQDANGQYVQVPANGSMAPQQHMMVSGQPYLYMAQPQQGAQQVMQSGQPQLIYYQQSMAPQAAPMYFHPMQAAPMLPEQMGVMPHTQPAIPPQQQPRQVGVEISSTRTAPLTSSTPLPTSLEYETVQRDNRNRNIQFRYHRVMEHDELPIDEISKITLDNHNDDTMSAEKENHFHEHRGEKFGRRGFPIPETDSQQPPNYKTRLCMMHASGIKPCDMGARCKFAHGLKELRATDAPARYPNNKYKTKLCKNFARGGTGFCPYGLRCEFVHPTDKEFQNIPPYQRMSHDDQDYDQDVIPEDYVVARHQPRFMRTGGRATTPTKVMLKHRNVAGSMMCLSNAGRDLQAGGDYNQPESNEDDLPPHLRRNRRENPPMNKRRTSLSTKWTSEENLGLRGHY
* hit, by the source's call.

`CNC(=S)N/N=C/c1c(C)nn(-c2ccccc2)c1Cl` gave ZTA counter 4.2, Yeast superoxide 103.6, EBNA-1 inh 2.2, MCL1-BIM inh -1.7, Bcl-xL primary 4.1, GLD-1 TGE inh 0.6, Fam108B inh 0.3, Efflux pump inh 0.0 and MEX-5 binding 0.1.
CC1=CC(C)(C)N(C(=O)CSc2ncn[nH]2)c2ccc(C)cc21 was read as ZTA counter -2.4, Yeast superoxide 96.2, EBNA-1 inh 6.7, MCL1-BIM inh 6.5, Bcl-xL primary 1.9, GLD-1 TGE inh -4.9, Fam108B inh 4.1, Efflux pump inh 0.0 and MEX-5 binding 1.7.
Screening CC1(C)Cc2c(sc(NC(=O)c3ccccc3)c2C(=O)O)CO1 returned ZTA counter 16.1, Yeast superoxide 98.2, EBNA-1 inh 4.7, MCL1-BIM inh 3.3, Bcl-xL primary 5.3, GLD-1 TGE inh -3.6, Fam108B inh -0.5, Efflux pump inh 0.0 and MEX-5 binding -0.8.
CCOc1cc2[nH]c(=O)n(CCCC(=O)NCc3ccco3)c(=O)c2cc1OCC was read as ZTA counter 10.1, Yeast superoxide 93.3, EBNA-1 inh 11.6, MCL1-BIM inh -3.9, Bcl-xL primary 7.6, GLD-1 TGE inh 1.3, Fam108B inh 1.6, Efflux pump inh -0.1 and MEX-5 binding -0.6.
COc1ccccc1-n1c(SCC(=O)O)nc2c(sc(=S)n2-c2ccccc2C)c1=O was read as ZTA counter 0.4, Yeast superoxide 85.9, EBNA-1 inh -4.1, MCL1-BIM inh 2.5, Bcl-xL primary 2.0, GLD-1 TGE inh -1.2, Fam108B inh 0.9, Efflux pump inh 0.1 and MEX-5 binding 0.9.
Screening CC(C)CNS(=O)(=O)c1ccc(NC(=O)Cn2nc(-c3ccc(F)cc3)ccc2=O)cc1 returned ZTA counter -3.9, Yeast superoxide 103.9, EBNA-1 inh -8.4, MCL1-BIM inh -0.7, Bcl-xL primary 4.4, GLD-1 TGE inh -0.7, Fam108B inh -11.6, Efflux pump inh 0.0 and MEX-5 binding 2.3.
Screening COc1ccc(CCC(=O)OCC(=O)Nc2c(C)nn(-c3ccccc3)c2C)cc1 returned ZTA counter -2.4, Yeast superoxide 88.9, EBNA-1 inh 7.2, MCL1-BIM inh -0.1, Bcl-xL primary -0.7, GLD-1 TGE inh 7.4, Fam108B inh -0.5, Efflux pump inh 0.1 and MEX-5 binding -2.1.
COc1ccc(NC(=O)C(c2ccccc2)N(C)C(=O)c2cnccn2)cc1 (stereo not drawn) was read as ZTA counter 13.9, Yeast superoxide 95.7, EBNA-1 inh 0.9, MCL1-BIM inh 0.5, Bcl-xL primary 5.7, GLD-1 TGE inh 9.7, Fam108B inh 0.6, Efflux pump inh -0.1 and MEX-5 binding 2.0.
For NC(=O)CC(NC(=O)Cc1cccc2ccccc12)c1ccc(NCc2cc(F)ccc2F)c([N+](=O)[O-])c1 (stereo not drawn) the results were ZTA counter -6.5, Yeast superoxide 101.5, EBNA-1 inh 1.4, MCL1-BIM inh -20.9, Bcl-xL primary -3.9, GLD-1 TGE inh -2.1, Fam108B inh -16.6, Efflux pump inh 0.3 and MEX-5 binding 2.2.
Screening O=C(O)c1cccc(NC(=O)C23CC4CC(C2)CC(n2cnc(Cl)n2)(C4)C3)c1 returned ZTA counter 7.5, Yeast superoxide 85.9, EBNA-1 inh 2.0, MCL1-BIM inh 3.1, Bcl-xL primary -2.0, GLD-1 TGE inh -2.4, Fam108B inh -2.2, Efflux pump inh -0.1 and MEX-5 binding 1.3.
Screening c1ccc2[nH]c(CSc3nnc(-c4ccncc4)o3)nc2c1 returned ZTA counter 8.0, Yeast superoxide 114.8, EBNA-1 inh -1.5, MCL1-BIM inh -1.6, Bcl-xL primary 4.4, GLD-1 TGE inh -2.7, Fam108B inh -2.2, Efflux pump inh 0.1 and MEX-5 binding -2.0.
Screening CCN1CCN(c2nc3c(C)cccn3c(=O)c2/C=C(\C#N)S(=O)(=O)c2ccccc2)CC1 returned ZTA counter 1.0, Yeast superoxide 108.0, EBNA-1 inh -7.7, MCL1-BIM inh 29.7, Bcl-xL primary 21.2, GLD-1 TGE inh 7.0, Fam108B inh -2.1, Efflux pump inh 0.3 and MEX-5 binding -7.5.
For Cc1cccc(C(=O)NNC(=O)c2cccc([N+](=O)[O-])c2)c1 the results were ZTA counter 11.5, Yeast superoxide 116.6, EBNA-1 inh 3.9, MCL1-BIM inh -0.8, Bcl-xL primary 3.9, GLD-1 TGE inh 2.7, Fam108B inh 2.0, Efflux pump inh -0.1 and MEX-5 binding 0.9.
`Cc1ccc(-c2ccc(=O)n(CC(=O)NCCN(CC(C)C)CC(C)C)n2)cc1` gave ZTA counter 6.2, Yeast superoxide 70.2, EBNA-1 inh -4.2, MCL1-BIM inh -1.3, Bcl-xL primary 1.0, GLD-1 TGE inh -2.2, Fam108B inh -0.5, Efflux pump inh 0.0 and MEX-5 binding -2.7.
Screening CN(C)c1ccc(/C=N/NC(N)=S)cc1[N+](=O)[O-] returned ZTA counter 0.8, Yeast superoxide 97.3, EBNA-1 inh -8.1, MCL1-BIM inh 6.4, Bcl-xL primary -2.6, GLD-1 TGE inh 2.6, Fam108B inh 2.9, Efflux pump inh 0.0 and MEX-5 binding 1.0.
Screening O=C(Cn1c2ccccc2c2nc3n(c(=O)c21)CCCS3)Nc1ccccc1 returned ZTA counter 13.9, Yeast superoxide 90.7, EBNA-1 inh 14.1, MCL1-BIM inh -4.1, Bcl-xL primary -1.9, GLD-1 TGE inh 3.7, Fam108B inh 5.7, Efflux pump inh -0.4 and MEX-5 binding 0.4.
For C/C(CC(=O)Nc1ccc2c(c1)OCCO2)=N\NC(=O)c1ccc([N+](=O)[O-])cc1Cl the results were ZTA counter -0.6, Yeast superoxide 135.0, EBNA-1 inh -12.3, MCL1-BIM inh -7.5, Bcl-xL primary -5.7, GLD-1 TGE inh -3.8, Fam108B inh -0.9, Efflux pump inh -0.3 and MEX-5 binding 1.2.
For COC(=O)C1=C(C)N(c2ccc(C)cc2)/C(=C/c2cccs2)C1=O the results were ZTA counter 0.4, Yeast superoxide 106.1, EBNA-1 inh 6.7, MCL1-BIM inh -0.1, Bcl-xL primary -3.6, GLD-1 TGE inh -6.4, Fam108B inh -5.1, Efflux pump inh -0.2 and MEX-5 binding -2.1.
Screening N=c1n(CCN2CCCC2)c2ccccc2n1CC(O)c1ccco1 (stereo not drawn) returned ZTA counter -4.1, Yeast superoxide 109.5, EBNA-1 inh -1.6, MCL1-BIM inh 21.6, Bcl-xL primary 20.4, GLD-1 TGE inh -2.3, Fam108B inh 1.7, Efflux pump inh 0.0 and MEX-5 binding -8.5.
CCn1c(SCC(=O)NCc2ccc3c(c2)OCO3)nnc1-c1ccco1 was read as ZTA counter 4.0, Yeast superoxide 96.6, EBNA-1 inh 3.5, MCL1-BIM inh -7.5, Bcl-xL primary 0.3, GLD-1 TGE inh -1.0, Fam108B inh -1.8, Efflux pump inh -0.1 and MEX-5 binding -0.6.
For COc1ccc(-n2c(C)cc(C(=O)CN3C(=O)C(=O)N(Cc4ccccc4)C3=O)c2C)cc1 the results were ZTA counter -9.3, Yeast superoxide 109.9, EBNA-1 inh 7.8, MCL1-BIM inh -0.1, Bcl-xL primary 3.6, GLD-1 TGE inh 1.9, Fam108B inh -2.1, Efflux pump inh -0.1 and MEX-5 binding -1.0.
`N#Cc1cnn2c(C(F)(F)F)c3c(nc12)CCCC3` gave ZTA counter 4.1, Yeast superoxide 90.2, EBNA-1 inh 3.9, MCL1-BIM inh 3.9, Bcl-xL primary 4.6, GLD-1 TGE inh 1.8, Fam108B inh -4.0, Efflux pump inh 0.0 and MEX-5 binding 2.0.
Screening O=C(CCN1C(=O)[C@@H]2Cc3ccccc3CN2C1=O)NCc1ccccc1Cl returned ZTA counter -3.0, Yeast superoxide 99.5, EBNA-1 inh 8.9, MCL1-BIM inh 6.5, Bcl-xL primary 5.5, GLD-1 TGE inh 3.4, Fam108B inh -5.6, Efflux pump inh -0.1 and MEX-5 binding -1.1.
`Cc1cc(C)nc(/N=C(\N)Nc2ccc([N+](=O)[O-])cc2)n1` gave ZTA counter 6.8, Yeast superoxide 99.8, EBNA-1 inh -7.8, MCL1-BIM inh 7.0, Bcl-xL primary 4.8, GLD-1 TGE inh 0.5, Fam108B inh 1.5, Efflux pump inh 0.1 and MEX-5 binding 1.6.
CC(=O)Nc1ccc(S(=O)(=O)NCCC(=O)Nc2ccc(C)cn2)cc1 was read as ZTA counter 1.1, Yeast superoxide 87.9, EBNA-1 inh -5.6, MCL1-BIM inh 5.2, Bcl-xL primary 2.0, GLD-1 TGE inh -5.2, Fam108B inh 1.7, Efflux pump inh 0.1 and MEX-5 binding -0.8.
For C=CCOC(=O)C1=C[C@H](c2coc3ccccc3c2=O)[C@@H](CCCO)[C@H](OCC)O1 the results were ZTA counter 16.6, Yeast superoxide 110.3, EBNA-1 inh -7.0, MCL1-BIM inh -13.5, Bcl-xL primary -8.0, GLD-1 TGE inh 6.4, Fam108B inh 0.6, Efflux pump inh 0.0 and MEX-5 binding -0.9.
`CCOCCCNC(=O)/C(C#N)=C/c1ccc(C)o1` gave ZTA counter -4.8, Yeast superoxide 94.6, EBNA-1 inh 3.3, MCL1-BIM inh 18.0, Bcl-xL primary 19.9, GLD-1 TGE inh 18.3, Fam108B inh 1.1, Efflux pump inh 0.0 and MEX-5 binding -9.3.
For NS(=O)(=O)c1ccc(CCNC(=S)NC2CCCCC2)cc1 the results were ZTA counter -0.8, Yeast superoxide 105.2, EBNA-1 inh -7.8, MCL1-BIM inh 6.0, Bcl-xL primary 8.0, GLD-1 TGE inh -2.8, Fam108B inh 1.2, Efflux pump inh 0.4 and MEX-5 binding 0.2.
Screening O=C(NCc1ccc(Cl)cc1)C1CCC(=O)N(C2CCCCCC2)C1 (stereo not drawn) returned ZTA counter 7.6, Yeast superoxide 94.2, EBNA-1 inh -6.8, MCL1-BIM inh 2.7, Bcl-xL primary 5.6, GLD-1 TGE inh -0.9, Fam108B inh -1.1, Efflux pump inh 0.1 and MEX-5 binding 1.0.
CC(NC(=O)c1noc2c1CCCCC2)c1ccccc1 (stereo not drawn) was read as ZTA counter 7.4, Yeast superoxide 96.8, EBNA-1 inh 1.5, MCL1-BIM inh 1.8, Bcl-xL primary -0.7, GLD-1 TGE inh 0.6, Fam108B inh 3.0, Efflux pump inh 0.2 and MEX-5 binding -0.7.
COc1cccc(N2CCN(C(=O)c3ccc(=O)oc3)CC2C)c1 (stereo not drawn) was read as ZTA counter 2.9, Yeast superoxide 106.8, EBNA-1 inh 2.7, MCL1-BIM inh 6.2, Bcl-xL primary 5.9, GLD-1 TGE inh 6.6, Fam108B inh -1.0, Efflux pump inh 0.0 and MEX-5 binding -2.2.
`O=C(Nc1ccc(N2CCOCC2)cc1)Nc1ccc(Cl)c(Cl)c1` gave ZTA counter 11.3, Yeast superoxide 93.5, EBNA-1 inh 6.0, MCL1-BIM inh 1.8, Bcl-xL primary 4.1, GLD-1 TGE inh 4.5, Fam108B inh 14.0, Efflux pump inh -0.1 and MEX-5 binding -2.5.
Screening Cc1cccn2c(=O)nc(SCC(=O)NCc3ccccc3)nc12 returned ZTA counter 0.5, Yeast superoxide 104.3, EBNA-1 inh 5.7, MCL1-BIM inh -1.7, Bcl-xL primary -3.1, GLD-1 TGE inh -1.8, Fam108B inh 6.5, Efflux pump inh -0.1 and MEX-5 binding -1.3.
`CC(=O)c1cc(-c2ccccc2)n(CCC(=O)NC(C)(C)C)c1C` gave ZTA counter 2.8, Yeast superoxide 95.5, EBNA-1 inh -4.4, MCL1-BIM inh -1.4, Bcl-xL primary 5.8, GLD-1 TGE inh 0.8, Fam108B inh 0.7, Efflux pump inh 0.0 and MEX-5 binding -1.4.

Not a hit list. About 2.3% of those tested had a hit in this group.
